PI4K2A block – blocks human PI4K2A kinase activity | Q9BTU6 | purified PI4K2A, ADP-Glo luminescence, 1 h; hits give low values | activity change, negative = inhibition, % at 76.9 µM | hit rate 0.13% among 420,000 | AID 1346378; in the data active = activity change below about -50%; inconclusive = mostly about -30% to -49%;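 also: -100% = wells without enzyme as full effect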
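ADP-Glo luminescence measured ADP generated by PI4K2A enzyme (4 ug/mL before mixing) with 1.2 mM PI substrate (pre-mix) and 300 microM ATP (pre-mix). Tris pH7.5 buffer with MgCl2, Triton X-100; 1 h reaction at ambient temperature.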
Pol eta inh – blocks human DNA polymerase eta activity. Q9Y253. recombinant Pol eta, fluorescent DNA replication assay. Potency, µM (top dose mostly 114 µM), for inactives: top-dose activity change, negative = inhibition, usual class: inhibitors. hit rate 1.2% among 390,000. AID 588591; also: potency is read from the fitted curve at half-maximal effect; % is scaled to controls: 0 for no effect and ±100 for the full control effect
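Pol eta at 10 nM preincubated with compounds 15 min at room temperature; reaction started with fluorescent substrate (50 nM final) and read kinetically at 0 and 10 min.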
Pin1 inh – inhibitors of human Pin1 | Q13526 | Pin1 FP peptide displacement, HiFluor488, 10 min | Potency, µM (highest dose often 115 µM), for inactives: at the highest dose activity, negative = inhibition, hits mostly inhibitors | hit rate 0.009% among 390,000; active = well fitted inhibition curve with a large enough effect in the polarisation, with a control signal flat, not every such curve was filed as active; inconclusive = small, poorly fitted or top-dose-only effect, or effect the other way, or a change in a side signal; inactive = no such curve, though single readings can be large or run the other way; the % refers to the polarisation; also: potency is read from the fitted curve at half-maximal effect; % is scaled to controls: 0 for no effect and ±100 for the full control effect
Target sequence (Q13526 whole entry, looked up): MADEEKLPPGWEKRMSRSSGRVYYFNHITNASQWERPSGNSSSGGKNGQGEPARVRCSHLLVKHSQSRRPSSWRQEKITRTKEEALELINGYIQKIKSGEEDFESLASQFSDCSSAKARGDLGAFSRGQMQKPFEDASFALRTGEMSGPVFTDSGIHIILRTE
HP1b chromo inh – blocks HP1-beta chromodomain binding to methylated histone tails; hit rate 0.56% among 390,000; Potency, µM (doses to about 114 µM), inactives show at the top dose activity change, negative = inhibition, actives largely listed as inhibitors; P83916; AlphaScreen HP1-beta / biotin-H3K9me3 peptide binding; AID 540317; also: potency is read from the fitted curve at half-maximal effect; nearly all actives have a fitted effect of over 70% in size; inactives centre near 23
Target sequence (P83916 whole entry, looked up): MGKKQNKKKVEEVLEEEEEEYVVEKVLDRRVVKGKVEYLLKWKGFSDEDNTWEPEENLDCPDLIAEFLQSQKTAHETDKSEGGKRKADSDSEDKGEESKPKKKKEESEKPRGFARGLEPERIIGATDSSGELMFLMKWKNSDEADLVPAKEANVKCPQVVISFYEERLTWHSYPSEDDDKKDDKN
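Compound inhibition of the preformed complex between 50 nM HP1-beta and 50 nM biotinylated H3K9me3 peptide was read by AlphaScreen. Buffer was PBS pH 7.4 with 0.01% Tween-20. Incubations ran 30 min at room temperature, with 10 ug/mL donor/acceptor beads.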
JMJD2A Tudor – blocks the human JMJD2A Tudor domain | AlphaScreen JMJD2A-Tudor / H3K4me3 peptide binding | Potency, µM (titrated, usually from 114 µM), inactives show at the top dose activity change, negative = inhibition, most hits filed as inhibitors | hit rate 4.4% among 390,000 | AID 504339; also: potency is read from the fitted curve at half-maximal effect; % is scaled to controls: 0 for no effect and ±100 for the full control effect; nearly all actives have a fitted effect of over 50% in size
G9a block – blocks human histone lysine methyltransferase G9a. hit rate 8.8% among 350,000. G9a H3K9 monomethylation, AlphaScreen, 2 h. Potency, µM (titrated, usually from 102 µM), without a hit: at the highest dose activity, negative = inhibition, usual class: inhibitors. Q96KQ7. AID 504332; also: potency is read from the fitted curve at half-maximal effect; % is scaled to controls: 0 for no effect and ±100 for the full control effect; nearly all actives have a fitted effect of over 75% in size
Target sequence (Q96KQ7 913-1193 limits assumed): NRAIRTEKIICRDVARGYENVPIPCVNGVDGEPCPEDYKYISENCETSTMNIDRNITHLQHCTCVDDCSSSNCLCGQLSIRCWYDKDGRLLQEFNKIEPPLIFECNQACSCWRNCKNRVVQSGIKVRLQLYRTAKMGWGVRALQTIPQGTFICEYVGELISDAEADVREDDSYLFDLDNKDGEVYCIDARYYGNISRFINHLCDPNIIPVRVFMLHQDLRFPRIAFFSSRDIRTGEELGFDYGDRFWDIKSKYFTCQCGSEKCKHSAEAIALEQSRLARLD
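Compounds were preincubated with 20 nM G9a for 15 min, after which biotinylated H3K9 peptide (500 nM) and SAM (20 uM) started a 2 h room-temperature reaction. Monomethylated product was quantified by antibody-based AlphaScreen chemiluminescence.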
BAZ2B block – BAZ2B (human) inhibition; Q9UIF8; hit rate 4.4% among 360,000; AlphaScreen BAZ2B-H3K14Ac peptide displacement; Potency, µM (doses to about 114 µM), inactives show top-dose activity change, negative = inhibition, most hits filed as inhibitors; also: potency is read from the fitted curve at half-maximal effect; % is scaled to controls: 0 for no effect and ±100 for the full control effect; nearly all actives have a fitted effect of over 60% in size
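Complex of BAZ2B and biotin-H3K14Ac (50 nM apiece) forms over 30 min at RT, then faces library compounds up to 110 uM for another 30 min; AlphaScreen beads added, 20 min dark incubation, luminescence read.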
GLS inh – glutaminase GLS (human) inhibition. O94925. GLS enzymatic activity, qHTS titration. Potency, µM (top dose mostly 45.5 µM), inactives show top-dose activity change, negative = inhibition, usual class: inhibitors. hit rate 0.21% among 410,000. AID 624170; also: potency is read from the fitted curve at half-maximal effect; % is scaled to controls: 0 for no effect and ±100 for the full control effect
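Two-point fluorescence kinetic (t0, 30 min RT) for hKGA; glutamate detected via glutamate oxidase–HRP–Amplex Red. Substrate: 1 mM L-glutamine solution; buffer 45 mM KH2PO4, pH 8.2.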
PGK inhibitor – inhibitors of T. brucei phosphoglycerate kinase; hit rate 0.043% among 380,000; Potency, µM (top dose mostly 57.5 µM), for inactives: at the highest dose activity change, negative = inhibition, hits mostly inhibitors; P07378; PGK/GAPDH coupled, Kinase-Glo luminescence, 60 min; AID 602233; also: potency is read from the fitted curve at half-maximal effect; % is scaled to controls: 0 for no effect and ±100 for the full control effect; nearly all actives have a fitted effect of over 60% in size
Target sequence (P07378 whole entry, looked up): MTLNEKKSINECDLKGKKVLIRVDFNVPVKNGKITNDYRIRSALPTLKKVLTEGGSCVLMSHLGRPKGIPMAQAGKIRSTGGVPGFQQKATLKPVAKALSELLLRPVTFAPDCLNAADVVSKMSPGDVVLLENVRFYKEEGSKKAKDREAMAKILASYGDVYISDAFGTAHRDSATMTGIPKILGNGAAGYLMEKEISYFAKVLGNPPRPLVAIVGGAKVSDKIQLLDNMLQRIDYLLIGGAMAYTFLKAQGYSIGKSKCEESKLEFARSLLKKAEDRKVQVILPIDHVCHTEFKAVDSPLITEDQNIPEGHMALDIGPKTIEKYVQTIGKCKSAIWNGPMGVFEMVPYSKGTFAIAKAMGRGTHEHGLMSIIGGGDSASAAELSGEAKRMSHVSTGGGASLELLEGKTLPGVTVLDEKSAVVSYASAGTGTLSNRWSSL
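Luminescent ATP detection (Kinase-Glo Plus) follows a 60-minute room-temperature incubation, with wells lacking PGK as controls. Buffer: 100 mM TEA (pH 7.6), 5 mM MgCl2, 0.01% Tween-20. Coupling enzyme GAPDH (100 nM final) supplies unstable 1,3-BPG in-well.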
* marks the source's active call; other numbers are inactive results; i = inactive; ? = inconclusive; . = no result given; & = joins results of further samples; [ ] = another dose, or the depositor's remark. Unless noted, calls follow the shape of the dose curve; as a rule, active = well fitted curve in the direction sought with a large enough effect; inconclusive = small, poorly fitted or top-dose-only effect, or another doubt; inactive = no such curve, though single readings can be large; an effect the other way counts as inactive or inconclusive. A portion of the library; the hit share may differ from the screen's.

Start of the data: the first five compounds as a preview:
No.	PI4K2A block	Pol eta inh	Pin1 inh	HP1b chromo inh	JMJD2A Tudor	G9a block	BAZ2B block	GLS inh	PGK inhibitor	SMILES
1	-1.9	-14.1%	-8.0%	10.2%	12.7%	3.7%	1.2%	-8.9%	-1.1%	C/[N+]([O-])=C\c1coc2ccccc2c1=O
2	-4.3	-21.2%	-0.2%	21.3%	-5.6%	.	-14.0%	2.6%	i	COc1cccc(OCCn2cc(C(C)=O)c3ccccc32)c1
3	2.1	-13.9%	-1.5%	29.1%	-5.6%	?	0.9%	-0.1%	0.0%	c1cncc(-c2nc(-c3cccs3)cs2)c1
4	-3.7	-21.2%	4.5%	55.7%[activator]	-10.7%	89.1µM*	-13.5%	-9.0%	-7.2%	COc1ccc(CN(C)Cc2cc(=O)oc3cc(C)c(C(C)C)cc23)cc1OC
5	5.2	-11.4%	10.9%	32.3%	-19.3%	.	?	-13.3%	-9.3%	CN(C(=O)CCN1C(=O)/C(=C/c2ccccc2F)SC1=S)C1CCS(=O)(=O)C1 (stereo not given)

The whole of this part, repeating the preview:
No.	PI4K2A block	Pol eta inh	Pin1 inh	HP1b chromo inh	JMJD2A Tudor	G9a block	BAZ2B block	GLS inh	PGK inhibitor	SMILES
1	-1.9	-14.1%	-8.0%	10.2%	12.7%	3.7%	1.2%	-8.9%	-1.1%	C/[N+]([O-])=C\c1coc2ccccc2c1=O
2	-4.3	-21.2%	-0.2%	21.3%	-5.6%	.	-14.0%	2.6%	i	COc1cccc(OCCn2cc(C(C)=O)c3ccccc32)c1
3	2.1	-13.9%	-1.5%	29.1%	-5.6%	?	0.9%	-0.1%	0.0%	c1cncc(-c2nc(-c3cccs3)cs2)c1
4	-3.7	-21.2%	4.5%	55.7%[activator]	-10.7%	89.1µM*	-13.5%	-9.0%	-7.2%	COc1ccc(CN(C)Cc2cc(=O)oc3cc(C)c(C(C)C)cc23)cc1OC
5	5.2	-11.4%	10.9%	32.3%	-19.3%	.	?	-13.3%	-9.3%	CN(C(=O)CCN1C(=O)/C(=C/c2ccccc2F)SC1=S)C1CCS(=O)(=O)C1 (stereo not given)
6	-3.4	-14.9%	-8.7%	27.0%	-18.9%	-0.8%	-4.7%	-0.3%	-6.6%	Cc1nc(-c2ccncc2)nc(NCCNc2ncccc2C(F)(F)F)c1Cl
7	-5.9	-5.7%	0.2%	7.8%	-11.1%	-0.4%[59 µM]	6.0%	6.0%	-7.7%	CCN(CC)/C(=N/O)NC(=O)NS(=O)(=O)c1ccc(C)cc1
8	5.5	-4.4%	-2.0%	9.9%[57 µM]	-26.5%	5.5%[59 µM]	-24.6%	-6.5%	i	CN1C(=O)C2CCCCN2c2ccc(C(=O)NCc3ccccc3Br)cc21 (stereo not given)
9	6.0	-4.3%	.	.	.	.	.	2.9%	4.4%	COCCCN1C(=O)C(CC(=O)NCc2cccs2)CC(C(=O)N2CCOCC2)=C1C (stereo not given)
10	11.3	-11.2%	1.5%	20.6%	-14.8%	7.4%[12.7 µM]	-21.4%&-21.7%	8.8%	4.0%	CCOC(=O)c1cnc(SCC)[nH]c1=O
11	-0.6	?	19.8%	50.5%[activator]	0.7%	-11.8%[59 µM]	0.8%	-0.3%	-8.6%	O=C(CN1CCC(C(=O)c2ccc3c(c2)OCCO3)CC1)Nc1ccccc1C(F)(F)F
12	0.5	-11.9%	-1.1%	35.0%	0.7%	8.1%	?	2.7%	-1.7%	CNS(=O)(=O)c1cccc(C(=O)NNC(=O)CN(C)S(=O)(=O)c2ccc(Cl)cc2)c1
13	6.4	-20.2%	.	.	.	.	.	5.1%	-6.7%	COc1ccc(N(CC(=O)N2CCN(c3ccccc3)CC2)S(=O)(=O)c2ccccc2)cc1
14	6.6	2.4%	3.0%	26.8%	-13.3%	1.8%	-0.7%	27.1%	i	COc1ccc(C=C(C#N)C#N)c(CSc2ccccn2)c1
15	-4.5	-9.4%	1.1%	34.3%	-15.6%	-9.9%	-2.6%	0.9%	0.9%	CC(C)Oc1ccc(C(=O)Nc2cc(=O)n(C)c(=O)n2C)cc1
16	-0.3	-19.8%	19.8%	29.7%	-3.5%	17.6%[59 µM]	-4.9%	4.0%	0.3%	COc1cc(/C=C/C(=O)N2CCCC2)cc(OC)c1OC
17	4.0	-17.9%	-5.9%	3.2%	-17.8%	-8.3%[59 µM]	0.4%	2.7%	-4.0%	Cc1nc2ccccc2cc1C(=O)N/N=C/c1ccccc1[N+](=O)[O-]
18	9.3	-19.5%	1.4%	33.6%[activator]	7.9%	13.5%[59 µM]	-12.2%	0.7%	-4.7%	CCOc1ccc(Oc2ccccc2NC(=O)CCNC(C)=O)cc1
19	0.6	-22.8%	0.3%	9.5%	-14.1%	-3.0%[59 µM]	-18.3%	-11.7%	5.7%	CCOc1ccc2c(c1)c(=O)c(C(=O)c1ccc3c(c1)OCO3)cn2Cc1ccc(F)cc1
20	-1.4	-19.8%	-2.4%	40.7%[activator]	2.0%	-0.1%	-9.2%	-7.9%	3.7%	CCOC(=O)N1CCN(c2ccncc2S(=O)(=O)N2CCCCC2)CC1
21	-4.6	-12.4%	5.4%	36.5%[activator]	-7.1%	19.4%[59 µM]	-4.3%	-0.4%	i	O=C(CSc1nc2ccccc2s1)NC1CCCc2ccccc21 (stereo not given)
22	2.2	-11.9%	?	198.0%[activator]	142.6%[activator]	.	.	2.8%	i	CC(=O)c1ccccc1NC(=O)COC(=O)CCC1CCCC1
23	4.3	-9.3%	7.1%	?	?	17.8µM*	?	16.9%	2.3%	COc1ccc(/C=C2\CN(Cc3ccccc3)C/C(=C\c3ccc(OC)cc3)C2=O)cc1
24	3.0	9.2%	?	0.7%	-1.3%	-11.3%[59 µM]	-13.2%	1.0%	-8.6%	OC(COC(c1ccccc1)c1ccccc1)CN1CCCCC1 (stereo not given)
25	0.7	3.6%	-3.1%	10.3%	-7.8%	30.6%[0.501 µM]	-4.3%	2.5%	-1.0%	CC1CCCCN1CC(O)COCc1ccccc1 (stereo not given)
26	-0.5	5.6%	-1.1%	14.8%	-24.5%	-35.1%	-21.2%	8.5%	-9.6%	CN(C)C(=O)c1cn(-c2ccccc2)nc1-c1cccc([N+](=O)[O-])c1
27	1.1	10.6%	9.7%	8.6%	-9.8%	20.8%[59 µM]	-0.2%	11.7%	.	Cc1ccc(OC(=O)CCC(=O)Nc2ccc(S(=O)(=O)Nc3cc(C)on3)cc2)cc1
28	-1.6	-1.4%	-14.9%	-6.9%	56.2µM*	?	4.2%	6.9%	-8.6%	Cn1ccnc1C(O)c1ccco1 (stereo not given)
29	-2.9	-12.0%	7.2%	4.0%	-18.0%	15.5%[59 µM]	8.2%	-1.6%	-0.4%	Cc1nn(-c2ccccc2)c(C)c1/C=C/C(=O)OCC(=O)Nc1ccc(S(N)(=O)=O)cc1
30	0.7	11.2%	5.5%	20.5%	?	17.6%[12.7 µM]	-16.3%	7.1%	-10.4%	S=C(Nc1cccnc1)Nc1ccccc1Br
31	2.0	-11.8%	13.3%	20.9%	-4.8%	5.6%	11.2%	8.4%	4.7%	Cc1ccc(OCC(=O)Nc2cccc(S(=O)(=O)N3CCCCCC3)c2)cc1C
32	4.9	-23.6%	-4.1%	57.3%[activator]	-0.7%	47.7%[activator][59 µM]	4.0%	-3.4%	2.5%	Cc1ccc(S(=O)(=O)Nc2nc3ccccc3nc2NCc2ccc3c(c2)OCO3)cc1C
33	-1.1	-14.6%	-3.6%	2.4%	-33.6%[57.1 µM]	8.91µM*	50.1µM*	0.7%	-6.3%	Cc1nc2ccccn2c1-c1csc(NCc2ccco2)n1
34	7.9	-11.5%	-2.9%	20.0%	-6.2%	-18.6%	4.4%	0.6%	i	CN1CCN(C(=O)C2CC(=O)N(c3ccc(Cl)cc3)C2)CC1 (stereo not given)
35	-5.2	3.0%	-7.3%	8.4%	-2.8%	-17.0%	1.3%	-5.0%	-6.8%	COc1cccc(-n2c(=S)sc3c(=O)n(-c4ccccc4C)c(SCC(=O)O)nc32)c1
36	-1.9	-8.0%	-5.0%	29.8%	-9.6%	8.1%	-18.0%	-3.1%	-2.3%	COc1cccc(CN(CC2CCCO2)S(=O)(=O)c2ccc(-n3cnnn3)c(OC)c2)c1 (stereo not given)
37	1.8	-9.4%	-6.0%	6.2%	1.4%	?	2.3%	0.9%	-7.2%	O=C(NCCNC(=O)c1ccccc1F)c1ccccn1
38	0.9	-4.0%	-13.6%	32.9%	-9.7%	-7.4%	10.3%	0.2%	1.9%	CCCCCCn1c(CN2CCCCC2CC)nc2c1c(=O)n(C)c(=O)n2C (stereo not given)
39	-7.3	3.16µM*	?	?	35.5µM*	8.91µM*	25.1µM*	?	?	O=C(COC(=O)C1CC(=O)N(Cc2ccco2)C1)c1ccc(OC(=O)c2ccco2)cc1 (stereo not given)
40	3.0	-13.5%	0.4%	12.4%	-7.5%	?	-3.7%	2.9%	2.5%	N#CCCn1c(SCC(=O)NCCc2ccc(F)cc2)nc2ccccc21
41	-0.5	-8.8%	11.5%	23.5%	-17.1%	-4.1%[59 µM]	-8.2%	2.3%	7.2%	Cc1ccccc1CN1C(=O)c2ccccc2Sc2ccc(C(=O)NCc3ccccc3)cc21
42	-3.8	-6.5%	7.2%	56.4%[activator]	-5.2%	-11.6%[2.33 µM]	6.7%	-0.8%	-7.5%	CN(C)S(=O)(=O)c1cccc(COC(=O)CCNC(=O)c2ccc([N+](=O)[O-])cc2)c1
43	2.5	4.8%	-9.3%	26.2%	-13.6%	-12.0%[59 µM]	-29.6%	-5.0%	-3.5%	Cc1cc(Nc2cccc(F)c2)n2c(n1)nc1ccccc12
